Screening results deposited in PubChem BioAssay by several laboratories.
HTR5A inv ctr = counter-screen for OPRM1-OPRD1 inverse agonists: human HTR5A inverse agonism; P47898; HTR5A cell line, luminescence; inhibition, % at 9.3 µM; 340,000 tested, 0.083% active; AID 504634; in the data active = inhibition mostly above about 23%, no sharp cut-off; inactive = mostly below about 18%;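 also: 0% = cells with DMSO and 100% = no-cell wells with DMSO; some compounds called inactive have numbers as strong as hits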
Target sequence (P47898 whole entry, looked up): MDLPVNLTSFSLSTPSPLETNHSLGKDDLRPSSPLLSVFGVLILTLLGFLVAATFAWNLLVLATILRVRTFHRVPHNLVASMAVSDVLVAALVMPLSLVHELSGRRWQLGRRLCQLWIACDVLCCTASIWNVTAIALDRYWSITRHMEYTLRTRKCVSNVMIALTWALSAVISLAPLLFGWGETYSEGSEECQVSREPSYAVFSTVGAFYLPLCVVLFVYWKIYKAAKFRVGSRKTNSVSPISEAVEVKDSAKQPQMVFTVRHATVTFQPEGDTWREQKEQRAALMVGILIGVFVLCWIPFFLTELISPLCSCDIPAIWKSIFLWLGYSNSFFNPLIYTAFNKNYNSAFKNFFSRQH
PfHsp90 set2 = reduces growth (ATP signal) of yeast expressing P. falciparum Hsp90. S. cerevisiae expressing PfHsp90, BacTiter-Glo ATP, 48 h; yeast lacking PDR1 and PDR3 efflux regulators. inhibition, % at 9.4 µM. 310,000 tested, 0.32% active. AID 504621;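 active = every replicate shows inhibition above about 80%, whatever the replicate mean, limit read from the data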;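 also: 0% = DMSO neutral controls and 100% = 20 µM radicicol positive controls; yeast relying on Plasmodium falciparum Hsp90 in place of its own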
HTR5A ag ctr = activates human HTR5A in OPRM1-OPRD1 agonist counter-screen; HTR5A agonist assay, luminescence, cell-based; activation, % at 9.3 µM; P47898; AID 504692; 340,000 tested, 0.61% active; in the data active = activation mostly above about 9.5%, no sharp cut-off; inactive = mostly below about 7.6%;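 also: 0% = cells with vehicle only and 100% = reference agonist; strong numbers were not always called active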
AddAB inh = less growth of phage-infected E. coli with AddAB; 330,000 tested, 0.29% active; E. coli expressing H. pylori AddAB, absorbance growth; inhibition, % at 11.9 µM; AID 435030; in the data active = inhibition above about 12%;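 also: 0% = vehicle wells of infected cells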
phage Ecoli inh = E. coli growth loss with phage present; AID 651602; inhibition, % at 11.9 µM; 360,000 tested, 0.26% active; growth absorbance; in the data active = inhibition above about 11%
E coli growth = counter-screen for AddAB inhibitors: E. coli growth inhibition | E. coli V3065 growth, OD600 absorbance, 18 h | inhibition, % at 11.9 µM | 330,000 tested, 0.27% active;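 active = inhibition above the campaign's mean inhibition across all tested compounds plus 3 SD, cut at about 9.9% in these data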;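 also: uninfected addAB+ strain grown without phage in ampicillin broth; 0% = DMSO wells and 100% = ciprofloxacin 0.95 µg/ml wells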
MOR-DOR ag = agonists of human mu-delta opioid receptor heterodimerization; P35372+P41143; 340,000 tested, 0.3% active; cells, OPRM1-OPRD1 heterodimerization, luminescence; activation, % at 9.3 µM; in the data active = activation above about 18%;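 also: 0% = vehicle-treated cells and 100% = reference agonist; values of inactives mirror those of a sister screen read the other way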
DSG3 Ab inh = blocks pemphigus antibody binding to human desmoglein-3 | P32926 | DSG3-coupled beads, scFv-anti-DSG3-GFP binding, flow cytometry; hits give low values | binding (percent of control), % at 10 µM | 310,000 tested, 0.48% active | AID 588358;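 active = binding more than 3 SD below its plate's average and above zero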;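 also: hits lower antibody fragment binding to DSG3; some compounds called inactive have numbers as strong as hits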
PKA-R1A activ = PKA-R1A complex activation; P00514+P68181; PKA-R1A dissociation, Cy5-IP20 fluorescence polarization; scaled: DMSO 0%, 113 µM cGMP 100%; activation, % at 11.4 µM; 340,000 tested, 0.083% active;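 active = percent activation above the mean of all tested compounds plus 3 SD, cut at about 19% in these data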;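 also: higher means more PKAc released from R1A so a rise in polarization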
MOR-DOR inv ag = mu-delta opioid heterodimer inverse agonism; cell-based MOR-DOR heterodimer luminescence; P35372+P41143; 340,000 tested, 0.21% active; inhibition, % at 9.3 µM; in the data active = inhibition above about 22%, passing the limit was not always enough;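 also: 0% = cells with DMSO and 100% = wells without cells with DMSO; values of inactives mirror those of a sister screen read the other way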
SUMO Mot1 rescue = inhibitors of SUMOylation pathway: yeast Mot1-301 growth rescue; AID 2716; 320,000 tested, 1% active; growth rescue, % at 18.8 µM; S. cerevisiae Mot1-301 growth rescue, ATP luminescence, 38.5C; percent above DMSO median, 100 means doubled;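 active = every valid replicate shows activation above 250% relative to neutral control wells; inactive = the rest, any valid replicate at or below 250%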;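 also: OY570 slx delta 5 strain wells were the positive control but not used for scaling; some compounds called inactive have numbers as strong as hits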
The depositor's hits bear a star; . = not tested or not shown.

Field names – A = HTR5A inv ctr; B = PfHsp90 set2; C = HTR5A ag ctr; D = AddAB inh; E = phage Ecoli inh; F = E coli growth; G = MOR-DOR ag; H = DSG3 Ab inh; I = PKA-R1A activ; J = MOR-DOR inv ag; K = SUMO Mot1 rescue
c1cnc2nc(-c3ccc4c(c3)OCO4)cn2c1
  A: 15; B: -4; C: 0; D: 0.1; E: 3.6; F: 3.4; G: -1.7; H: .; I: 3; J: 8; K: -17

Cc1ccc(CNS(=O)(=O)CCNC(=O)c2ccc3c(c2)OCO3)cc1
  A: 12; B: 0; C: -5; D: 5.0; E: 3.8; F: 2.2; G: 2.5; H: 106; I: -1; J: -17; K: 3

O=C1CCCc2c1oc1c2CCCC1
  A: -10; B: .; C: 3; D: .; E: 1.8; F: .; G: -0.3; H: 95; I: 9; J: 1; K: .

O=[N+]([O-])c1ccc(N=NNc2ccc([N+](=O)[O-])cc2)cc1
  A: 17; B: -30; C: -4; D: .; E: 3.3; F: .; G: -2.7; H: 44*; I: 3; J: 13; K: .

O=C(OCCN1CCCC1)C1(c2ccccc2)CCCC1
  A: -21; B: 12; C: -2; D: .; E: 3.9; F: .; G: -1.0; H: 99; I: 1; J: 6; K: 11

CCCCCC[N+](C)(C)CCSSCC[N+](C)(C)CCCCCC
  A: -9; B: 11; C: 5; D: 0.1; E: 0.8; F: 0.0; G: -1.2; H: 115; I: -1; J: 6; K: -16

CCOC(=O)[C@H]1[C@H]2COc3ccccc3[C@@H]2N2C(=O)c3cc(F)ccc3NC(=O)[C@@]12C
  A: -25; B: -14; C: 9; D: 4.3; E: 2.2; F: 2.0; G: -0.9; H: 92; I: 9; J: 5; K: 19

Cc1ccc(N2CCCCn3c2nc2c3c(=O)n(CC(=O)O)c(=O)n2C)cc1
  A: 8; B: 16; C: -3; D: 4.6; E: 4.5; F: -0.1; G: -3.0; H: 104; I: -6; J: 15; K: -18

COc1cc(/C=C2\CCC(C3CCCC3)C2=O)cc(OC)c1OC (configuration not stated)
  A: -14; B: 7; C: 4; D: 2.0; E: -1.2; F: 0.2; G: -2.2; H: 93; I: -10; J: 12; K: 4

O=C1CCCc2c1cc(-c1ccccc1)n2-c1ccc(O)cc1
  A: -5; B: 13; C: 1; D: 7.6; E: 4.5; F: 2.4; G: 1.8; H: 96; I: -5; J: -10; K: -30

Nc1cc(=O)[nH]c(=O)n1-c1ccc(Cl)cc1
  A: -1; B: 6; C: 3; D: 3.0; E: 0.4; F: -1.4; G: -1.5; H: 111; I: -7; J: 8; K: 11

Cc1cc(C)nc(-n2nc(C)c(Br)c2Nc2ccc(Br)cc2)n1
  A: 1; B: 12; C: 0; D: -4.7; E: 1.0; F: -1.8; G: -0.5; H: 96; I: -6; J: 2; K: 15

Cn1cc(Br)c(-c2cccc(NC(=O)CCCC(=O)O)c2)n1
  A: 11; B: 19; C: -2; D: 0.6; E: 0.7; F: -2.0; G: -1.9; H: .; I: -2; J: 9; K: -2

CCOC(=O)Cc1c(C)nc2c(C#N)c[nH]n2c1=O
  A: -34; B: 10; C: -5; D: 2.7; E: 1.8; F: -0.6; G: -0.7; H: 109; I: -3; J: 3; K: .

Cc1ccc(O)c(CNn2cnnc2)c1
  A: -18; B: -1; C: 3; D: 2.6; E: 2.2; F: 1.1; G: -1.3; H: 97; I: -11; J: 8; K: -3

Fc1ccc2cc(-c3ccccc3F)ncc2c1
  A: -3; B: 16; C: 2; D: -1.6; E: 0.7; F: -0.7; G: 15; H: 102; I: -22; J: -67; K: 60

CCCCn1c(SCC(=O)N2CCC(C)CC2)nc2cc(S(N)(=O)=O)ccc21
  A: -22; B: .; C: 2; D: 1.8; E: .; F: -2.5; G: 0.2; H: 93; I: -3; J: -1; K: -11

Cc1ccc(C)c(S(=O)(=O)NCc2ccc(C(=O)N3CCCCCC3)cc2)c1
  A: 3; B: -63; C: 10; D: 0.4; E: 1.0; F: -0.1; G: 0.1; H: 104; I: -4; J: -1; K: 7

CCCCOC(=O)Nc1nccs1
  A: 0; B: -15; C: 0; D: 2.3; E: 2.2; F: 0.1; G: 1.6; H: 80; I: -8; J: -10; K: 34

O=C1c2ccccc2C2=Nc3ccccc3SC(c3ccccc3F)C12 (configuration not stated)
  A: 7; B: .; C: -3; D: 11; E: 20*; F: 20*; G: 3.0; H: .; I: -12; J: -18; K: 9

Cc1sc(NC(=S)NC(=O)c2ccccc2)c(C#N)c1C
  A: -3; B: -25; C: -2; D: 0.7; E: 2.9; F: -3.5; G: -0.2; H: .; I: 8; J: 1; K: 2

CCOC(=O)CSc1nncc2ccc(OC)c(OC)c12
  A: -1; B: 3; C: 3; D: -1.7; E: 3.5; F: -2.0; G: -2.3; H: 98; I: -3; J: 12; K: 5

CN(c1ccc(Cl)cc1)S(=O)(=O)c1nnc(NC(=O)c2ccco2)s1
  A: 3; B: 14; C: -1; D: 3.2; E: 1.4; F: 1.0; G: -1.6; H: .; I: -9; J: 8; K: -3

S=C(NCCc1ccccn1)Nc1ccccc1
  A: 7; B: 7; C: -2; D: -1.3; E: 0.5; F: 2.2; G: -4.1; H: 98; I: -14; J: 19; K: -6

Oc1oc(-c2ccco2)nc1C=Nc1cccc(Cl)c1
  A: -25; B: -11; C: 2; D: -0.1; E: 3.1; F: -0.1; G: -2.2; H: 102; I: -2; J: 12; K: 23

One compound at a time, from the list above:
Profile of `S=C(NCCc1ccccn1)Nc1ccccc1` : HTR5A inv ctr = 7; PfHsp90 set2 = 7; HTR5A ag ctr = -2; AddAB inh = -1.3; phage Ecoli inh = 0.5; E coli growth = 2.2; MOR-DOR ag = -4.1; DSG3 Ab inh = 98; PKA-R1A activ = -14; MOR-DOR inv ag = 19; SUMO Mot1 rescue = -6
Profile of `O=C(OCCN1CCCC1)C1(c2ccccc2)CCCC1` : HTR5A inv ctr = -21; PfHsp90 set2 = 12; HTR5A ag ctr = -2; AddAB inh = .; phage Ecoli inh = 3.9; E coli growth = .; MOR-DOR ag = -1.0; DSG3 Ab inh = 99; PKA-R1A activ = 1; MOR-DOR inv ag = 6; SUMO Mot1 rescue = 11
Profile of `CCCCCC[N+](C)(C)CCSSCC[N+](C)(C)CCCCCC` : HTR5A inv ctr = -9; PfHsp90 set2 = 11; HTR5A ag ctr = 5; AddAB inh = 0.1; phage Ecoli inh = 0.8; E coli growth = 0.0; MOR-DOR ag = -1.2; DSG3 Ab inh = 115; PKA-R1A activ = -1; MOR-DOR inv ag = 6; SUMO Mot1 rescue = -16

Following part.
Field names – A = HTR5A inv ctr; B = PfHsp90 set2; C = HTR5A ag ctr; D = AddAB inh; E = phage Ecoli inh; F = E coli growth; G = MOR-DOR ag; H = DSG3 Ab inh; I = PKA-R1A activ; J = MOR-DOR inv ag; K = SUMO Mot1 rescue
COc1ccccc1-n1cnc2cc(NS(=O)(=O)c3ccccc3)ccc21
  A: -6; B: 8; C: -3; D: 0.9; E: 3.3; F: 0.6; G: -0.3; H: 71; I: -11; J: 2; K: -2

CC(=O)c1ccc(N2CCN(S(=O)(=O)c3ccc4c(c3)CC(C)N4C(C)=O)CC2)cc1 (configuration not stated)
  A: 9; B: 5; C: -2; D: 0.9; E: 2.1; F: 1.4; G: -0.5; H: 97; I: -7; J: 2; K: 95

Cc1cc(C)c([N+](=O)[O-])cc1NC(=O)CCS(=O)(=O)c1ccccc1
  A: 10; B: 8; C: -4; D: 2.2; E: 2.6; F: -2.8; G: -3.2; H: 100; I: -5; J: 17; K: -1

C=CCn1c2[n+](c3ccccc3c1=O)CCCCC2
  A: -5; B: 2; C: 5; D: 2.2; E: 4.0; F: 1.0; G: -2.6; H: 106; I: -11; J: 14; K: -8

CCOc1ccc(CCNc2cc(C)nc3ncnn23)cc1OCC
  A: 11; B: 21; C: -4; D: 1.8; E: 2.3; F: 0.2; G: -2.8; H: 104; I: 3; J: 14; K: 35

CCCSc1nnc(Cc2cc(=O)[nH]c(=O)[nH]2)n1-c1cc(C)ccc1C
  A: -2; B: .; C: 5; D: 0.1; E: 0.9; F: 0.4; G: -2.4; H: 95; I: -2; J: 14; K: -17

CSc1ncccc1C(=O)NCC1CCCCC1
  A: -1; B: 21; C: 0; D: 2.7; E: 2.9; F: 3.8; G: -1.4; H: 99; I: -4; J: 7; K: .

Fc1ccc(CN2CCCCCCC2)cc1
  A: -24; B: -29; C: 1; D: 4.4; E: 2.8; F: -2.5; G: 0.0; H: 103; I: 0; J: 0; K: 227

COc1ccc(S(=O)(=O)N2CCN(c3ncccn3)CC2)cc1
  A: 18; B: 2; C: -1; D: 6.0; E: -1.1; F: 2.4; G: -1.7; H: .; I: -7; J: 8; K: -10

CCOC(=O)c1c(NC(=O)COC(=O)CCOc2ccccc2C)sc(C(=O)NC)c1C
  A: -11; B: -5; C: 4; D: -2.1; E: 3.7; F: -1.6; G: -0.8; H: .; I: -12; J: 4; K: .

COc1cc(OC)cc(C(=O)Nc2ccc(N(C)C)c3ccccc23)c1
  A: -3; B: -7; C: 1; D: 0.3; E: 1.1; F: 0.1; G: 2.2; H: 85; I: -14; J: -10; K: -11

Cc1cccc2cc(C(c3nnnn3CC3CCCO3)N3CCOCC3)c(=O)[nH]c12 (configuration not stated)
  A: 15; B: .; C: -6; D: 3.6; E: -0.2; F: -0.6; G: -1.0; H: 99; I: -4; J: 5; K: 14

CCn1nc(C(=O)OCC(=O)Nc2nc(-c3ccc(OC)cc3)cs2)c2ccccc2c1=O
  A: -4; B: -9; C: 1; D: 3.0; E: 3.5; F: -1.3; G: 2.0; H: 91; I: -3; J: -14; K: 18

COc1ccccc1CCNC(=O)CSc1nnc2ccc(-c3ccncc3)nn12
  A: -9; B: -18; C: -1; D: 0.8; E: -0.9; F: 1.9; G: -1.4; H: 98; I: 1; J: 8; K: -6

Cc1ccc(S(=O)(=O)N2CCN(c3ccccc3)CC2)cc1C(=O)NC1CCCCC1
  A: 3; B: 12; C: -1; D: 0.3; E: 2.0; F: -0.2; G: -1.4; H: 111; I: -10; J: 6; K: -9

COc1ccc(-c2csc(NC(=O)c3ccc(S(C)(=O)=O)cc3)n2)cc1
  A: -7; B: 14; C: 0; D: 4.2; E: 1.6; F: 3.2; G: 2.6; H: 98; I: -10; J: -14; K: 29

COc1ccc2c(c1)CC[C@@H]1[C@@H]2CC[C@]2(C)[C@@H](C(C)=O)C[C@@H]12
  A: -3; B: 1; C: 6; D: -1.3; E: 0.3; F: -2.1; G: 1.8; H: 111; I: -8; J: -10; K: 276

CCC1Oc2ccccc2N(CC(=O)Nc2ccc(OC)cc2OC)C1=O (configuration not stated)
  A: 10; B: .; C: 2; D: 0.0; E: 1.2; F: -0.1; G: -0.5; H: 97; I: -20; J: 3; K: -8

NNC(=S)NC1CCS(=O)(=O)C1 (configuration not stated)
  A: .; B: .; C: .; D: 0.2; E: 0.7; F: -0.6; G: .; H: 106; I: .; J: .; K: -12

O=C(CSc1ncnc2nc[nH]c12)c1ccc2ccccc2c1
  A: -5; B: -14; C: 2; D: -0.8; E: 3.9; F: 1.0; G: -1.5; H: 97; I: -13; J: 7; K: 13

COc1cc2nc3occc3c(OC)c2cc1OC
  A: 10; B: 15; C: -4; D: 2.2; E: 3.1; F: 0.8; G: -1.3; H: 105; I: 5; J: 8; K: -3
